Bioassay records: PubChem, several laboratories
Rab2 wt GTP: changes GTP binding to wildtype dog Rab2A, up or down. 0.19% of 190,000 active. GTP binding activity, % at 10 µM. P61105. GST-Rab2 wt beads, Bodipy-GTP binding, flow cytometry;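 active = GTP binding activity at least 20 points away from 100%, either lowered or raised; inconclusive = signal likely due to the compound's own green fluorescence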;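 note: 0% = beads with excess unlabeled GTP and 100% = no-compound control corrected for plate trend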
Rab7 wt GTP bind: dog Rab7 wildtype GTP binding, inhibitors and activators; AID 758; 0.055% of 190,000 active; GST-Rab7 beads, fluorescent GTP binding, flow cytometry; actives lie on both sides; untreated = 100%, excess cold GTP = 0%; GTP binding activity (percent of control), % at 10 µM;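 active = fluorescent GTP binding to Rab7 beads changed by at least 20 points from the 100% baseline, either direction, mostly lower; inconclusive = compound itself probably fluorescent, or too few beads counted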;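 note: median green fluorescence of bound Bodipy-FL-GTP per Rab7 bead population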
Rac1 wt modul: modulators of human Rac1 wildtype GTP binding; P63000; GST-Rac1 beads, fluorescent GTP binding, flow cytometry; actives lie on both sides; 0 = cold GTP competed, 100 = untreated; GTP binding activity (% of control), % at 10 µM; 0.27% of 190,000 active; AID 757;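 active = GTP binding activity at least 20 points away from the 100% control level, either lower or higher; inconclusive = compound flagged as likely green fluorescent, judged across all proteins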
HRas wt GTP bind: changes GTP binding to wildtype human HRas. P01112. GST-Ras wt beads, Bodipy-FL-GTP binding, flow cytometry; actives lie on both sides. GTP binding activity, % at 10 µM. 0.14% of 190,000 active;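 active = GTP binding activity at least 20% away from the 100% baseline, either lowered as inhibitor or raised as activator; inconclusive = flagged as likely green fluorescent, judged across all proteins in the well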;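 note: 0% = unlabeled GTP competition control and 100% = no-compound control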
Target sequence (P01112 whole entry, looked up): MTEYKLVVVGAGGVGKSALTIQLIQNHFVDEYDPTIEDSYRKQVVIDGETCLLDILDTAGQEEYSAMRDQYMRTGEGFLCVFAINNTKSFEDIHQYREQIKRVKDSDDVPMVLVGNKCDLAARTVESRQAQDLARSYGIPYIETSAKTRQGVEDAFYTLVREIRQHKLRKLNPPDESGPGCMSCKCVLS
Mcl1-Noxa inh: Mcl-1/Noxa interaction inhibition | 1.5% of 220,000 active | TR-FRET Mcl-1/Noxa peptide binding, 2 h | inhibition, % at 21.7 µM | AID 1022;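 active = compounds that cut the protein-peptide binding signal by more than 50% relative to plate controls in a single-dose test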;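 note: His-tagged Mcl-1 with rhodamine Noxa BH3 peptide and terbium anti-His antibody; 0% = Mcl-1 plus Noxa peptide wells and 100% = peptide-only wells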
Bim-Mcl-1: human Bim-Mcl-1 interaction inhibition. AID 1009. inhibition, % at 10 µM. Bead-based flow cytometry, Bim peptide-Mcl-1 binding. 0.1% of 190,000 active. Q07820; in the data active = inhibition above about 40%;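 note: 0% = no compound tracer wells and 100% = peptide blocker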
Pf gametocyte: inhibitors of late stage P. falciparum gametocyte viability; P. falciparum stage V gametocytes, ATP luminescence, 24 h; inhibition, % at 10.9 µM; 0.065% of 150,000 active;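 active = inhibition above the mean plus 3 SD of compounds within the control limits, set per campaign, cut at about 38% in these data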;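 note: 0% = DMSO wells and 100% = medium only without gametocytes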
RGS8-Gao reg: human RGS8-Galphao interaction regulation; P09471; multiplexed bead flow cytometry, RGS8-Galphao binding; actives lie on both sides; response (percent of control binding), % at 10 µM; 0.34% of 220,000 active; AID 1423; in the data active = response below about 60% or above about 140%; inactive = in between;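 note: Galphao activated as the GDP aluminium fluoride complex binding bead-coupled RGS8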
Target sequence (P09471 whole entry, looked up): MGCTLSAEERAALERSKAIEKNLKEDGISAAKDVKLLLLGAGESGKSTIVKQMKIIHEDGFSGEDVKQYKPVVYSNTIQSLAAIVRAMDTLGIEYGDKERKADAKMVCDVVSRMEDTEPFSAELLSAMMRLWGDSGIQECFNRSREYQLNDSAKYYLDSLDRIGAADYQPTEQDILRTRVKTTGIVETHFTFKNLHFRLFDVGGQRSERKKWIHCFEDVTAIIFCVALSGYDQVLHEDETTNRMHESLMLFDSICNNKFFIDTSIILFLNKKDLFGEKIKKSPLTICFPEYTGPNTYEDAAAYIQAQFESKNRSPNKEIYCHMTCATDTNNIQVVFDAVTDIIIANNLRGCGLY
Rac1 act GTP bind: alters GTP binding to activated mutant human Rac1; 0.11% of 190,000 active; P63000; percent activity (GTP binding), % at 10 µM; GST-Rac1 activated beads, fluorescent GTP binding, flow cytometry; actives lie on both sides; 100% means binding = to untreated wells;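 active = GTP binding at least 20 percentage points away from the 100% baseline, in either direction, so actives lie on both sides; inconclusive = Compound likely fluorescent itself, or too few beads counted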
Mcl1 Bid PPI: Mcl-1/Bid interaction inhibition | TR-FRET Mcl-1/Bid-Dy647 peptide binding, 1536-well | inhibition, % at 21.7 µM | 0.97% of 220,000 active | AID 1021;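 active = compounds that cut the binding signal by more than half at the single screening dose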;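 note: His-tagged Mcl-1 with europium anti-His antibody binding Bid BH3 peptide; 0% = Mcl-1 plus peptide wells and 100% = peptide-only wells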
Cdc42 wt GTP: changes GTP binding to wildtype human Cdc42; GST-Cdc42 beads, Bodipy-GTP binding, flow cytometry; actives lie on both sides; percent activity (GTP binding), % at 10 µM; 0.2% of 190,000 active;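 active = percent activity GTP binding at least 20 points away from the 100% baseline, either down as inhibitor or up as activator; inconclusive = compound flagged as likely green fluorescent from well-wide comparison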;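 note: median bead fluorescence of bound Bodipy-FL-GTP at 100 nM; 0% = excess unlabeled GTP control and 100% = no compound control; below 100% means less GTP binding so inhibitor and above means activator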
Target sequence (P60953 whole entry, looked up): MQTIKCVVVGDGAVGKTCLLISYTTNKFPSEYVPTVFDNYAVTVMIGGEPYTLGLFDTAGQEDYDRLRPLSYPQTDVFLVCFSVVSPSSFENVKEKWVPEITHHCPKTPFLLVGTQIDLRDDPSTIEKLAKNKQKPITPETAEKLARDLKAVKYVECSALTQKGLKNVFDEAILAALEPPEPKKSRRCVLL
Starred values were filed as active, the others as inactive; u = inconclusive; x = not tested or not shown.

SMILES	Rab2 wt GTP	Rab7 wt GTP bind	Rac1 wt modul	HRas wt GTP bind	Mcl1-Noxa inh	Bim-Mcl-1	Pf gametocyte	RGS8-Gao reg	Rac1 act GTP bind	Mcl1 Bid PPI	Cdc42 wt GTP
O=C1CCCC2=C1C(c1ccco1)Nc1ccc(C(=O)c3ccccc3)cc1N2 (stereo not given)	100	100	96	100	21	-1	x	105	96	-76	98
O=c1c2c3c(sc2ncn1/N=C/c1cccnc1)CCCC3	92	99	100	95	8	0	-12	95	95	-21	96
CC1=NN(C(=O)COc2ccc(C)c(C)c2)C(O)(c2ccc(Cl)cc2)C1 (stereo not given)	99	101	99	97	23	0	x	100	100	-21	104
O=C(CSc1nnc(C2COc3ccccc3O2)o1)N1CCCC1 (stereo not given)	96	97	100	96	-1	-6	25	99	95	-19	97
COC(=O)[C@@H](NC(=O)Nc1ccc(OC(F)(F)F)cc1)C(C)C	101	100	111	104	4	0	x	104	100	-11	103
COc1ccc(Br)cc1/C=N/n1c(C)nnc1C	100	97	105	99	-4	-11	x	100	100	-11	100
O=c1cc(CN2CCN(S(=O)(=O)c3ccc4ccccc4c3)CC2)nc2sccn12	101	105	102	101	13	2	-11	102	96	-16	99
COc1ccc(CC(=O)NCc2nnc(SCC(=O)Nc3nccs3)n2-c2ccccc2)cc1	99	101	106	99	-5	1	x	99	99	-24	100
COc1ccccc1N1CC(O)=C(c2nc3ccccc3c(=O)[nH]2)C1=N	98	101	99	99	19	-3	11	100	97	-5	99
Cc1ccsc1/C=N/NC(=O)C(N)=O	98	103	99	99	-10	0	x	105	95	-15	96
COc1cccc(C(=O)N[C@@H](CCSC)c2nc3ccccc3[nH]2)c1	95	95	100	97	-2	0	-7	100	97	-23	101
O=C(NNC(=O)c1ccccc1C(=O)O)c1ccc(O)cc1	98	94	96	96	-1	0	-1	100	97	-8	100
CCOC(=O)c1nnn(-c2nonc2N)c1COc1ccc(F)cc1	98	99	102	101	-11	0	-7	104	98	-13	99
O=C(Nc1cccc(F)c1)c1ccc(S(=O)(=O)NCC2CCCO2)cc1 (stereo not given)	99	99	102	99	2	0	x	95	99	-3	102
CC(=O)NC1C(=O)N=C(SCC(=O)Nc2sc3c(c2C#N)CCCCCC3)NC1=O (stereo not given)	93	101	90	94	18	0	12	106	93	-16	93
COC(=O)[C@H]1C[C@@H]1[C@H](NC(=O)c1cc(C)on1)c1ccccc1	99	98	104	100	18	-2	x	100	99	2	99
Cn1cnnc1SCc1ccc(F)c2ccccc12	99	97	99	99	18	-2	x	100	99	-8	98
CC1CC1C(=O)OCC(=O)NCc1ccc(Cl)cc1Cl (stereo not given)	100	100	105	103	5	0	-5	100	100	-7	105
COc1ccc(C)cc1NC(=O)C1CCN(C(=O)Cc2ccccc2)CC1	98	98	103	100	-6	-1	6	104	96	-17	99
O=S(=O)(c1ccc(S(=O)(=O)N(Cc2ccco2)Cc2ccccc2Cl)cc1)N1CCCC1	101	101	113	103	2	1	x	88	103	-3	105
Cc1ccc(/C=C2\SC(N3CCCC3)=NC2=O)cc1	105	105	99	102	7	1	x	100	99	-30	105
Cc1cc(=O)[nH]c2c1c(C)nn2C1CCCC1	101	99	97	99	0	-11	x	99	99	-9	100
COc1ccc(NC(=O)/C(=C\c2ccc(OS(=O)(=O)c3ccc(C)cc3)cc2)NC(=O)c2ccccc2)cc1	101	100	102	102	-2	-1	x	102	99	-12	102
O=C1C=C(NCCc2ccccc2)C2(CCCCC2)O1	u	u	u	u	0	-1	x	102	u	-4	u
CN1CCc2nc(NC(=O)c3cccc(S(=O)(=O)N4CCc5ccccc54)c3)sc2C1	105	100	108	106	14	-2	3	102	103	-15	110
O=C(COc1ccccc1)NCc1ccccc1	103	99	111	106	-6	2	x	100	103	-17	111
COCc1cc(=O)[nH]c2cc(NC(=O)C(F)(F)F)c(C)cc12	101	100	95	99	8	-3	x	104	96	-10	97
O=C(CS(=O)(=O)Cc1ccccc1)Nc1nnc(C2CCCCC2)s1	101	101	99	101	6	-1	x	102	99	-2	103
CC(C)CCOP(=O)(c1ccc(N(C)C)cc1)C(O)c1ccccn1 (stereo not given)	102	104	106	104	-8	-1	6	100	100	-37	102
Cc1occc1-c1nnc(SCC(N)=O)o1	100	101	102	98	7	0	1	99	97	-36	98
CSc1ncccc1C(=O)OCC(=O)N(C)C	100	106	100	98	1	-1	-11	96	100	-29	98
O=C(Nc1ccccc1)c1ccc[n+](Cc2ccc([N+](=O)[O-])cc2)c1	92	93	100	96	17	0	-14	98	92	-8	95
CC(C)CN(C(=O)CSc1nnnn1-c1ccccc1)c1c(N)n(CC(C)C)c(=O)[nH]c1=O	100	104	98	100	-3	0	12	92	95	-28	98
COc1ccc(S(=O)(=O)N2CCCN(S(=O)(=O)c3ccc(OC)cc3C)CC2)c(C)c1	98	102	103	99	3	-4	x	104	98	2	98
O=C(CN1C(=O)/C(=C/c2cccc(Br)c2)SC1=S)N1CCCC1	98	98	106	100	24	-3	26	93	102	-18	101
CN(CCc1cn[nH]c1)Cc1nc(Cc2ccccc2)no1	96	100	88	94	1	0	x	103	92	-2	92
COc1cccc(-c2ncc3ccccn23)c1	101	99	101	100	32	-6	x	92	99	21	98
NC(=O)C1CCN(C(=O)CSc2nc3ccccc3[nH]2)CC1	108	99	106	108	-1	-2	11	99	104	-5	108
O=C(NCC1CCCO1)c1ccccc1NC(=O)c1cccc2ccccc12 (stereo not given)	104	103	104	104	-7	2	4	94	100	-11	106
Cc1ccc(C(=O)c2ccccc2C(=O)O)s1	101	102	110	105	11	0	x	98	103	-5	103
CC(C)=C(NC(=O)c1ccccc1)C(=O)N/N=C(\C)c1ccccc1O	97	96	98	97	19	0	x	98	97	-3	99
Cc1cc(=O)[nH]c(N/N=C/c2ccco2)n1	102	104	98	103	9	-1	x	102	96	-25	100
O=C(Nc1cccnc1)c1ccc(Cl)c(S(=O)(=O)N2CCCCCC2)c1	100	101	103	101	7	0	x	100	100	0	100
Cc1cc(C)nc(SCCn2c(N(C)Cc3ccccc3)nc3c2c(=O)n(C)c(=O)n3C)n1	103	103	106	103	-2	-5	x	101	101	-25	104
CC1(C)Cc2c(c(N3CCOCC3)nc3snc(N)c23)CO1	97	98	99	98	13	-3	x	91	96	-31	103
Brc1ccc(COn2ccnc2)cc1	97	98	100	99	18	-3	x	101	96	3	100
C/C(=N\OC(=O)C1CC1)C1CC1c1ccc(F)cc1 (stereo not given)	94	96	98	96	14	-1	-1	105	98	5	98
CC(C)(C)c1csc(NC(=O)c2ccncc2)n1	94	94	93	91	-2	-29	x	99	94	-14	95
O=C(CCOc1ccccc1F)N1CCN(c2ccccc2O)CC1	97	92	98	98	4	4	17	102	94	-47	95
CN(CC(=O)Nc1ccc(F)cc1)C(=O)COc1ccc(C(=O)c2ccccc2)cc1	100	99	100	98	15	-5	-15	102	97	1	100
(list continues)
SMILES	Rab2 wt GTP	Rab7 wt GTP bind	Rac1 wt modul	HRas wt GTP bind	Mcl1-Noxa inh	Bim-Mcl-1	Pf gametocyte	RGS8-Gao reg	Rac1 act GTP bind	Mcl1 Bid PPI	Cdc42 wt GTP
CC(C)OC(=O)CSc1nnc(CNc2ccc(Cl)cc2)n1C	100	105	103	99	-1	-5	x	105	98	-64	100
CCOc1cc(NC(=O)c2ccccc2[N+](=O)[O-])c(OCC)cc1NC(=O)CC(C)C	97	98	98	98	2	-4	x	99	96	-13	97
Cn1nc(-c2ccc(C(=O)O)cc2)c2ccccc2c1=O	102	105	107	103	9	-3	26	102	100	-1	102
CC(=O)c1c(COC(=O)c2ccncc2)nc2ccccc2[n+]1[O-]	104	104	102	104	34	3	0	93	99	-16	105
CC(CCc1ccccc1)NC(=O)c1ccccc1 (stereo not given)	101	99	106	103	-13	0	x	105	102	4	101
CCC(=O)/C=C1/Sc2ccccc2N1CC	101	100	105	100	-8	-5	x	100	97	-45	104
COc1ccc2cnn(-c3ccc(C)cc3)c(=O)c2c1OC	101	100	109	103	15	1	-23	104	103	-10	106
COc1ccc(-n2c(SC)nc(O)c(Cc3ccccc3)c2=O)cc1	103	98	103	103	16	-1	9	101	100	-51	104
Cc1sc2ncnc(OCC(=O)NC(C)C)c2c1C	u	u	u	u	-12	-3	x	100	u	-39	u
O=C(NCC1CCCN(C(=O)NCc2ccccc2)C1)c1ccc2c(c1)OCO2 (stereo not given)	97	94	99	95	14	-4	-13	112	96	-9	98
COc1ccc(C(=O)Oc2cc3c4c(c2)C(C)=CC(C)(C)N4C(=O)C3=O)cc1OC	96	95	96	96	-7	0	x	97	94	-6	84
O=C(C1CCCCC1)N1CCN(S(=O)(=O)c2ccc(Cl)cc2)CC1	101	100	106	102	-13	1	-30	100	101	2	103
Fc1ccc(NC(=S)NCCc2ccccn2)cc1	95	94	95	96	5	1	x	96	97	-39	95
O=c1[nH]c(NCCCO)nc2c1C1(CCCC1)Cc1ccccc1-2	105	105	102	106	16	0	-19	106	99	12	105
O=C(NC1CCCCC1)N1CCN(C(c2ccccc2)c2ccccc2)CC1	101	104	104	102	2	-1	x	95	100	-25	101
Cc1ccccc1OCC(O)CN1CCCCC1 (stereo not given)	99	104	97	96	4	-2	5	100	95	1	97
CC(=O)c1cnc(Nc2nc(C)c3cc(C)c(C)cc3n2)nc1C	101	103	103	101	-7	-3	-17	100	101	-9	102
CCN(CC)CC(O)c1cccn1-c1ccc(CNC(=O)NC(C)C)cc1 (stereo not given)	96	98	99	97	-2	-2	8	101	96	-12	97
Cc1cc(C)cc(NC(=S)N(Cc2ccc(Br)cc2)Cc2ccc(C(=O)O)cc2)c1	96	106	95	95	15	-9	-5	97	91	-36	92
CCCN1CCN(CCCNC(=S)Nc2ccc(F)cc2)CC1	96	95	99	98	9	0	-5	105	95	-81	93
COc1ccc(CCNC(=O)C(C)Sc2ccccc2)cc1OC (stereo not given)	98	103	100	101	3	0	x	99	95	-16	103
CCOC(=O)c1cc(C)n(CCc2ccccc2)c1C	90	96	90	93	20	-3	12	96	93	-27	91
CS(=O)(=O)N1CCN(C(=O)CCC2CCCC2)CC1	94	97	93	94	-8	0	x	97	93	-1	97
COc1ccc(C)cc1NC(=O)C(=O)NCc1ccncc1	88	91	89	91	x	-4	x	101	92	-8	94
COc1ccc(Nc2nc(Cl)nc(NCc3ccco3)n2)c(OC)c1	103	104	107	104	10	7	x	101	101	-2	103
